Compound activity: PubChem BioAssay, National Center for Advancing Translational Sciences (NCATS)
GLP-1R agonist – GLP-1 receptor (human) agonism. AID 624172. HEK293 GLP-1R CRE-luciferase, luminescence, 4-6 h; cells express a hypersensitive GLP-1R form. Potency, µM (doses to about 45.6 µM), for inactives: at the top dose activation, usual class: activators. actives 0.007% (n = 380,000). P43220; also: potency is read from the fitted curve at half-maximal effect; % of control where 0% means no effect
PLK1 PBD block – PLK1 (human) polo-box domain binding inhibition; Plk1 PBD binding of FITC phosphopeptide, fluorescence polarization; Potency, µM, without a hit: max response, negative = inhibition, hits mostly inhibitors; actives 2.8% (n = 360,000); AID 720504; also: potency is read from the fitted curve at half-maximal effect; series mostly up to about 57 µM; % is scaled to controls: 0 for no effect and ±100 for the full control effect; nearly all actives have a fitted effect of over 65% in size
PTHR1 agonist – agonists of human PTHR1 parathyroid hormone receptor. Q03431. HEK293 GP2 PTHR1 cells, GloSensor cAMP luminescence, 1 h. Potency, µM (doses to about 115 µM), for the others: at the highest dose activation, actives largely listed as activators. actives 0.075% (n = 410,000); also: potency is read from the fitted curve at half-maximal effect; nearly all actives have a fitted effect of over 55% in size; some results filed as inactive show a strong effect at the top dose; inactives centre near -15; many of its hits are not listed in these tables
Target sequence (Q03431 whole entry, looked up): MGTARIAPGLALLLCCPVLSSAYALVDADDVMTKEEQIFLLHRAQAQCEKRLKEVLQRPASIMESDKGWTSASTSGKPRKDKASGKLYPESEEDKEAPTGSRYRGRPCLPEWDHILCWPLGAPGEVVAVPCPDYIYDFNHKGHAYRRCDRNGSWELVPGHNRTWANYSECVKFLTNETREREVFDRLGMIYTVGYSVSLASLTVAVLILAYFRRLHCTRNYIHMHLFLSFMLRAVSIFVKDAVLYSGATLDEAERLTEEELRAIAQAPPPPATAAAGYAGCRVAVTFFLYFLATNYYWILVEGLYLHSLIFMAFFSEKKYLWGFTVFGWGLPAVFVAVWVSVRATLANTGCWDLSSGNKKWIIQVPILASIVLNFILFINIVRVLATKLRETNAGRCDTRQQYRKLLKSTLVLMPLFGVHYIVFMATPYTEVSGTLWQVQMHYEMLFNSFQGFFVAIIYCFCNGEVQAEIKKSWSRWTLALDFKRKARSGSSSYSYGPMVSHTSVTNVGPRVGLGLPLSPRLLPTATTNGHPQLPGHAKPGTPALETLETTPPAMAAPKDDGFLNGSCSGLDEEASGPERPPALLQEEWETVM
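HEK-293-derived GP2 cells expressing PTHR1 and a GloSensor cAMP reporter, 3,000/well, plated overnight, given luciferin plus IBMX (each 0.5 mM as added) for 1 h at 37 °C, then compound for 1 h at 37 °C. Luminescence was read after 15 min at room temperature.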
EPAC1 antagonist – EPAC1 (human) antagonism | O95398 | EPAC1 GEF assay, Rap1b-BODIPY-GDP exchange fluorescence | Potency, µM (titrated, usually from 115 µM), for the others: at the highest dose activity change, negative = inhibition, hits mostly inhibitors | actives 0.14% (n = 360,000) | AID 720709;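 also: potency is read from the fitted curve at half-maximal effect; plate controls were vehicle for no effect and positive control for full effect; nearly all actives have a fitted effect of over 50% in size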
PI5P4Ka inh – blocks human PI5P4K alpha kinase activity | actives 1.2% (n = 330,000) | PI5P4Kalpha enzyme, ADP-Glo luminescence, 60 min; hits give low values | max response, %; active = max response of -50% or lower; inconclusive = between -30% and -50%; inactive = -30% or higher; also: value at the top dose of about 77 µM; % is scaled to controls: 0 for no effect and ±100 for the full control effect
Target sequence (P48426 whole entry, looked up): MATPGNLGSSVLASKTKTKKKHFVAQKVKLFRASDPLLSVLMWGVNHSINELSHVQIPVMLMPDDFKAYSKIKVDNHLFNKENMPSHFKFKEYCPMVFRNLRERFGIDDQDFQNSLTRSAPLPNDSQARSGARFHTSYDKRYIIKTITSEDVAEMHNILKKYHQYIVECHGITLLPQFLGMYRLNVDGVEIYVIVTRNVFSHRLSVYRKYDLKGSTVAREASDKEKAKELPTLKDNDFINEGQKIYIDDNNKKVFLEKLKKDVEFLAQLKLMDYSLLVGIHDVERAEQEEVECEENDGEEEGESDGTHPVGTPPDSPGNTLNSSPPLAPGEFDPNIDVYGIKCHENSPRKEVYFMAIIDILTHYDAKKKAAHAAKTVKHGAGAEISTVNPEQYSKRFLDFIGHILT
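Reactions run in 0.038 M HEPES pH 7.4, 0.28 mM EGTA, 0.1% CHAPS and 5% DMSO, with PI5P4Kalpha, substrate, compound and 5 microM ATP final, one hour at room temperature. Readout is ADP-Glo luminescence.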
GLP1R inv ag – acts as inverse agonist at human GLP-1 receptor | P43220 | HEK293 GLP-1R CRE-luciferase, luminescence, 24 h; GLP-1R form is constitutively active | Potency, µM (highest dose often 38.3 µM), for the others: at the highest dose activity change, negative = inhibition, usual class: inhibitors | actives 1.6% (n = 410,000) | AID 624417; also: potency is read from the fitted curve at half-maximal effect; % is scaled to controls: 0 for no effect and ±100 for the full control effect; nearly all actives have a fitted effect of over 55% in size
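Seeding at 200 cells/uL, 12 h culture, 24 hr compound treatment, then luciferase reagent and a luminescence read; cells are HEK293 stably expressing a constitutively active GLP-1R plus cAMP-responsive luciferase.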
IL-2 act – activators of IL-2; IL-2 activation reporter assay, cell-based qHTS; stimulated with anti-CD3/CD4/CD28 beads; in transgenic mouse T cells; actives 0.065% (n = 360,000); activation, % (series mostly up to about 46 µM); AID 652025; in the data active = activation above about 50%; inconclusive = mostly about 30% to 49%; also: 0% is about no effect
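Quantitative HTS in unstimulated transgenic mouse T cells, with memory T cells as non-tolerant control and PMA/ionomycin as tolerance-bypass control. Compound pretreatment lasted 60 minutes before 18 h bead stimulation; EGFP/DsRed fluorescence read.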
EPAC1 agonist – activates human EPAC1 exchange factor | EPAC1 agonist qHTS, biochemical assay; response scale: 100% = response to 6.5 mM cAMP | Potency, µM (highest dose often 154 µM), inactives show at the highest dose activation, usual class: activators | actives 0.073% (n = 360,000) | AID 720707; also: potency is read from the fitted curve at half-maximal effect; nearly all actives have a fitted effect of over 60% in size
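Normalized to 6.5 mM cAMP, activity reflects EPAC1-catalysed release of BODIPY-GDP from Rap1B, followed kinetically over 30 min at 480 nm excitation, 540 nm emission. Reaction contained 100 nM EPAC1, 250 nM Rap1B-BODIPY-GDP, 50 uM GDP.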
HEK293 tox – cytotoxic in the GLP-1 receptor inverse agonist counter-screen. actives 0.13% (n = 410,000). AID 624418. HEK293 cAMP-luciferase reporter cells, luminescence, 24 h. Potency, µM (top dose mostly 38.3 µM), without a hit: at the top dose activity change, negative = inhibition, hits mostly inhibitors;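 also: loss of luciferase light is scored as toxicity; potency is read from the fitted curve at half-maximal effect; % is scaled to controls: 0 for no effect and ±100 for the full control effect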
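Luminescence readout: signal drop marks cytotoxicity. Plated cells grew 12 h at 37 °C, 5% CO2, received 23 nL compound for 24 h, then got luciferase reagent, read after 12 min at RT.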
Active calls of the source: *; i = inactive; ? = inconclusive; nt = not tested or not shown; [ ] = remark or other dose. Unless noted, calls follow the shape of the dose curve; as a rule, active = well fitted curve in the direction sought with a large enough effect; inconclusive = small, poorly fitted or top-dose-only effect, or another doubt; inactive = no such curve, though single readings can be large; an effect the other way counts as inactive or inconclusive.

SMILES | GLP-1R agonist | PLK1 PBD block | PTHR1 agonist | EPAC1 antagonist | PI5P4Ka inh | GLP1R inv ag | IL-2 act | EPAC1 agonist | HEK293 tox
CCN(CC)c1ccc(C=Nc2cc(C)cc(C)c2)c(O)c1 | -7% | -10% | i | 3% | -9 | -8% | -1.0 | 11% | 0%
CCOC(=O)C1CCN(S(=O)(=O)c2cccc(-c3cn4cc(C)ccc4n3)c2)CC1 | 4% | -5% | -79%[inhibitor][57.5 µM] | -19% | 9 | -21% | 0.1 | 8% | -3%
Cc1cc(F)ccc1-c1cc(C(=O)NCc2ccco2)[nH]n1 | 8% | -2% | -21% | -3% | 2 | 25% | 0.0 | -8% | 1%
CCOCCCNc1nc2c(c(=O)n(C)c(=O)n2C)n1CCCc1ccccc1 | 6% | 1% | i | 14% | nt | 0% | 0.9 | -7% | -17%
CN(C)C(=S)Nc1cccc(C(F)(F)F)c1 | 3% | -12% | 2% | -5% | -6 | -8% | -0.4 | 3% | 7%
CNC(=O)COc1ccccc1C(=O)Nc1ccc2c(c1)oc1ccccc12 | -10% | -8% | i | -4% | 9 | -1% | 2.0 | 0% | -24%
Cc1c(C(=O)N2CCCC2)oc2c1-c1[nH]ncc1CC2 | -7% | -5% | -1% | -4% | -6 | 1% | -2.0 | 10% | 4%
Cc1cc(F)ccc1S(=O)(=O)N1CCCOC1CNC(=O)C(=O)NCCCN1CCOCC1 (stereo not given) | 0% | -4% | i | 4% | 7 | 13% | 1.2 | -10% | 0%
COC(=O)c1cc2sccc2n1CC(=O)Nc1cc(OC)cc(OC)c1 | 3% | -5% | i | 5% | nt | -8% | 0.2 | 8% | 6%
O=C(CC1(CC(=O)N2CCOCC2)CCCC1)Nc1ccc(F)cc1 | 12% | -6% | i | 9% | 1 | -23% | -0.1 | 8% | -6%
CN(C(=O)c1ccc2c(c1)N(Cc1ccccc1F)C(=O)c1ccccc1S2(=O)=O)C1CCCCC1 | -5% | nt | -19% | nt | nt | -29% | nt | nt | -3%
Cc1[nH]n(-c2ccccc2)c(=O)c1N=Nc1ccc(C(N)=O)cc1 | 0% | -7% | i | -6% | 7 | 52%[activator] | -0.1 | -1% | 19%
CCOC(=O)c1c(N)sc2c(NC(C)=O)cccc12 | -2% | -3% | -5%[57.5 µM] | 2% | -6 | 7% | 1.2 | 0% | -12%
O=C(COC(=O)c1ccc(O)cc1O)NC(=O)c1ccccc1 | 10% | 4% | 0% | 12% | 2 | 15% | -2.7 | 0% | 2%
O=C1NC2(CCCCO2)CO1 (stereo not given) | -1% | -5% | -19% | -2% | 4 | -2% | 0.3 | -16% | 1%
Cc1oc(/N=C/c2ccc(F)cc2)c(C#N)c1C | -4% | 0% | i | 5% | -5 | 1% | 2.0 | 1% | 12%
C=CCN(CC=C)Cc1nc(N)nc(Nc2ccccc2C)n1 | 11% | 0% | -20% | -1% | 2 | 4% | 0.2 | 7% | 0%
Cc1ccc(S(=O)(=O)CCC(=O)OCC(=O)c2cc(C)n(C)c2C)cc1 | -7% | -1% | i | 8% | 1 | -9% | 0.7 | 13% | -14%
O=C(CC12CC3CC(CC(C3)C1)C2)Nc1ccccc1N1CCOCC1 | 26% | -13% | 11% | -15% | 1 | ? | -2.8 | -5% | 6%
Cc1cn([C@H]2C[C@H](O)[C@@H](COS(=O)(=O)O)O2)c(=O)[nH]c1=O | -1% | -11% | ? | -6% | 2 | -7% | 0.9 | -5% | -2%
COc1cccc(NC(=O)CCN2C(=O)c3cccc([N+](=O)[O-])c3C2=O)c1 | 3% | -14% | 6% | -14% | 7 | -1% | -3.8 | 4% | 18%
O=C1NC(=S)N/C1=C/c1cccnc1 | -9% | 24µM* | -12% | 3% | -8 | ? | -0.7 | -3% | -2%
CC1(C)C2CCC1(C)C(OC(=O)CC(=O)O)C2 (stereo not given) | -3% | -5% | i | 1% | nt | ? | -2.8 | -4% | -15%
CCc1ccccc1NC(=O)Nc1cccs1 | -5% | 2% | -20% | -3% | -1 | -7% | -3.0 | -2% | 0%
Cc1ccccc1-c1nc(CS(=O)(=O)CC(=O)NCCCN2CCCC2=O)c(C)o1 | -6% | -4% | i | -7% | 0 | -8% | 0.3 | 1% | 1%
CC(C(=O)N1CCCC1)N1CCN(S(=O)(=O)c2ccc(OC(F)(F)F)cc2)CC1 (stereo not given) | 0% | -7% | i | -5% | 7 | -14% | -1.9 | -5% | 0%
O=C(CCC(=O)Nc1ccccc1)N/N=C/C=C/c1ccccc1 | 1% | 4% | i | -5% | 3 | -5% | -0.7 | -2% | 1%
COc1ccc(-c2noc(C3CCCN(C(=O)c4cccc(C)c4)C3)n2)cc1 (stereo not given) | 1% | -3% | -32%[inhibitor] | 8% | 10 | ? | 0.5 | 17% | -17%
Cc1onc(-c2ccccc2Cl)c1C(=O)NCc1ccccn1 | -14% | -2% | -2%[57.5 µM] | 3% | nt | 8% | 1.6 | 4% | 1%
Cc1cc(C)cc(OCC(=O)OCC(=O)Nc2cc(C)nn2-c2ccccc2)c1 | -3% | 11% | -2% | 8% | -3 | 18% | -1.1 | -1% | 5%
N/C(=N\OC(=O)COc1ccc(Br)cc1)c1cccc([N+](=O)[O-])c1 | -1% | -11% | -1% | -3% | -6 | 11% | 0.0 | 4% | 15%
CSc1ccc(NC(=O)c2cccnc2)cc1C#N | 19% | -10% | i | -8% | 3 | 2% | 0.8 | 6% | -3%
O=S(=O)(Nc1ccccn1)c1ccc(C(F)(F)F)cc1Cl | 5% | -2% | i | -5% | -5 | 4% | -3.0 | 5% | 10%
COc1cc(/C=C/C(=O)OCC(=O)NCCC2=CCCCC2)cc(OC)c1OC | 8% | 4% | -45%[inhibitor] | -5% | -3 | 11% | -0.3 | 1% | -7%
CCOc1cc(/C=N/O)ccc1OCc1ccccc1F | 13% | 6% | -8% | -12% | -1 | 15% | -0.4 | 5% | -1%
Cc1ccc(N(C)S(=O)(=O)c2cccc(C(=O)N3CCN(Cc4ccccc4)CC3)c2)cc1 | 6% | -15% | -35%[inhibitor] | -24% | 1 | ? | -0.1 | 5% | 3%
O=C(c1ccoc1)N1CCCC(N2CCN(c3ccc(F)cc3)CC2)C1 (stereo not given) | 0% | 5% | i | 3% | 2 | -18% | -1.1 | -7% | 4%
COc1ccc([N+](=O)[O-])cc1C1NN=C(c2cccc3ccccc23)S1 (stereo not given) | -5% | -7% | 0% | 3% | 6 | 0% | 1.2 | -1% | 2%
Cc1ccc(S(=O)(=O)N2CCOCC2)cc1C(=O)N1CC(C)OC(C)C1 (stereo not given) | 9% | -11% | -20% | 0% | -5 | 10% | -0.8 | 6% | 9%
Cc1ccc2oc(C(=O)Nc3ccc(S(=O)(=O)Nc4ncccn4)cc3)c(C)c2c1 | 0% | -10% | -8% | 16% | 7 | 4% | -4.3 | -5% | 15%
CC(C)=CC(=O)OCC(=O)Nc1ccc(SC(F)F)cc1 | 11% | -3% | i | -7% | 2 | ? | -2.9 | -4% | -17%
C/C(=N/NC(=O)Nc1ccccc1)c1ccc(C)cc1 | 8% | -7% | i | 2% | 5 | 51%[activator] | 2.3 | -2% | -4%
COc1cccc(N2CCN(Cc3nc4scc(-c5ccccc5)c4c(=O)[nH]3)CC2)c1 | -6% | -3% | -27% | -3% | -1 | ? | -1.1 | 15% | -23%
O=S(=O)(c1ccccc1)N1CCC2(CC1)OCCN2S(=O)(=O)c1cccs1 | 2% | -6% | -91%[inhibitor] | 0% | 3 | 6% | 0.1 | -2% | 10%
CCC(C)c1ccc(S(=O)(=O)N2CCN(C(=O)CN3C(=O)NC(C)(C4CC4)C3=O)CC2)cc1 (stereo not given) | -3% | -1% | -34% | 1% | 3 | 5% | -0.7 | -3% | 1%
CCOC(=O)C1Cc2c([nH]c3ccccc23)CN1 (stereo not given) | -15% | -5% | i | 5% | -8 | 8% | -2.1 | 1% | 1%
CC(c1nccs1)N(C)C(=O)c1ccc(OC2CCN(CCc3ccccc3)CC2)cc1 (stereo not given) | 0% | -11% | -19% | -25% | 3 | ? | -2.3 | 9% | ?
O=CN1CCN(C(=O)COc2ccc(Cl)cc2Br)CC1 | -1% | -4% | i | -29% | 8 | -13% | 0.3 | 6% | 4%
COC(=O)c1ccc2c(=O)n(CC3CCCO3)c(SCC(=O)NCCc3ccc(S(N)(=O)=O)cc3)nc2c1 (stereo not given) | 23% | 2% | -10% | 8% | 1 | 61%[activator] | -2.6 | -17% | -6%
CCCCCCc1c(C)[nH]c2nc3ccccc3n2c1=O | -5% | 1% | -2% | 9% | -1 | 16% | 0.8 | 5% | 15%
O=C1CC(c2ccccc2Oc2cccc(Cl)c2)C(n2cncn2)C(=O)C1C1NCCc2ccccc21 (stereo not given) | -1% | -24% | i | -23% | -21 | ? | -0.6 | 13% | -10%
Cc1c(NC(=O)c2ccc(NC(=O)C3CC3)cc2)cccc1C(=O)O | -1% | -11% | -19% | -11% | 0 | -32% | -2.4 | -12% | 0%

Not a retest: 3 of the compounds above.
SMILES | GLP-1R agonist | PLK1 PBD block | PTHR1 agonist | EPAC1 antagonist | PI5P4Ka inh | GLP1R inv ag | IL-2 act | EPAC1 agonist | HEK293 tox
CCCCCCc1c(C)[nH]c2nc3ccccc3n2c1=O | -5% | 1% | -2% | 9% | -1 | 16% | 0.8 | 5% | 15%
O=C1CC(c2ccccc2Oc2cccc(Cl)c2)C(n2cncn2)C(=O)C1C1NCCc2ccccc21 (stereo not given) | -1% | -24% | i | -23% | -21 | ? | -0.6 | 13% | -10%
Cc1c(NC(=O)c2ccc(NC(=O)C3CC3)cc2)cccc1C(=O)O | -1% | -11% | -19% | -11% | 0 | -32% | -2.4 | -12% | 0%

An excerpt, so the mix of outcomes need not match the whole.
